# GSTO1 inh = inhibitors of recombinant GSTO1, primary screen, counter-screen for RBBP9 inhibitor project, biochemical, fluorescence polarization; Glutathione S-transferase omega-1 (Homo sapiens), P78417; activity-based probe fluorescence polarization; inhibition, % at 5.96 µM; hit rate 1.1% among 300,000;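 active = inhibition above the campaign mean inhibition plus 3 SD, cut at about 35% in these data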;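 note: 0% = GSTO1-1 with DMSO and 100% = wells lacking GSTO1-1 enzyme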
# LYPLA1 inh = LYPLA1 inhibitors, primary screen, counter-screen for PME1 inhibitor project, biochemical, fluorescence polarization, FP-Rh probe ABPP; Acyl-protein thioesterase 1 (Homo sapiens), O75608; recombinant LYPLA1; inhibition, % at 5.9 µM; hit rate 0.16% among 320,000; AID 2174, 2009;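 active = inhibition above the mean of all tested compounds plus 3 SD, set per campaign, cut at about 14% in these data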;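 note: inhibitors block serine hydrolase probe labeling of LYPLA1 so polarization falls; 0% = enzyme with DMSO and 100% = wells lacking LYPLA1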
# Target sequence (O75608 whole entry, looked up): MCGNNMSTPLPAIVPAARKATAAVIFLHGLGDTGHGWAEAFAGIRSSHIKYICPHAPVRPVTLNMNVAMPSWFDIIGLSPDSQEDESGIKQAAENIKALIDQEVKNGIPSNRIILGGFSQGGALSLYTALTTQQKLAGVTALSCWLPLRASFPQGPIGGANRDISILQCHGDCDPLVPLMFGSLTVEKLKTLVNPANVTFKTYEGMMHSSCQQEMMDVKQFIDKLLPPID
# LYPLA2 inh = LYPLA2 inhibitors, primary screen, counter-screen for PME1 inhibitor project, biochemical, fluorescence polarization, FP-Rh probe ABPP. inhibition, % at 5.9 µM. hit rate 0.38% among 320,000. AID 2177, 2009. recombinant LYPLA2;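 active = inhibition above the screen-wide mean plus 3 SD, limit set per campaign, cut at about 26% in these data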;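 note: 0% = LYPLA2 with DMSO and 100% = wells lacking LYPLA2 enzyme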
# PREPL inhibitor = PREPL enzyme inhibitors, primary screen, biochemical, fluorescence polarization | Prolyl endopeptidase-like (Homo sapiens), Q4J6C6 | recombinant PREPL, fluorescence polarization activity-based probe | inhibition, % at 5.96 µM | hit rate 0.68% among 320,000; in the data active = inhibition above about 43%;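 note: 0% = enzyme with DMSO and 100% = wells lacking enzyme; many of its hits are not listed in these tables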
# PAD4 inh = human PAD4 inhibitors, primary screen, biochemical, fluorescence polarization, 1536-well format. Protein-arginine deiminase type-4 (Homo sapiens), Q9UM07. recombinant PAD4, RCA probe fluorescence polarization. inhibition, % at 6.36 µM. hit rate 0.41% among 330,000. AID 485272, 2010;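 active = percent inhibition above a cutoff equal to the mean of all tested compounds plus 3 SD, cut at about 15% in these data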;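 note: 0% = PAD4 with RCA probe and DMSO and 100% = probe without PAD4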
# Target sequence (Q9UM07 whole entry, looked up): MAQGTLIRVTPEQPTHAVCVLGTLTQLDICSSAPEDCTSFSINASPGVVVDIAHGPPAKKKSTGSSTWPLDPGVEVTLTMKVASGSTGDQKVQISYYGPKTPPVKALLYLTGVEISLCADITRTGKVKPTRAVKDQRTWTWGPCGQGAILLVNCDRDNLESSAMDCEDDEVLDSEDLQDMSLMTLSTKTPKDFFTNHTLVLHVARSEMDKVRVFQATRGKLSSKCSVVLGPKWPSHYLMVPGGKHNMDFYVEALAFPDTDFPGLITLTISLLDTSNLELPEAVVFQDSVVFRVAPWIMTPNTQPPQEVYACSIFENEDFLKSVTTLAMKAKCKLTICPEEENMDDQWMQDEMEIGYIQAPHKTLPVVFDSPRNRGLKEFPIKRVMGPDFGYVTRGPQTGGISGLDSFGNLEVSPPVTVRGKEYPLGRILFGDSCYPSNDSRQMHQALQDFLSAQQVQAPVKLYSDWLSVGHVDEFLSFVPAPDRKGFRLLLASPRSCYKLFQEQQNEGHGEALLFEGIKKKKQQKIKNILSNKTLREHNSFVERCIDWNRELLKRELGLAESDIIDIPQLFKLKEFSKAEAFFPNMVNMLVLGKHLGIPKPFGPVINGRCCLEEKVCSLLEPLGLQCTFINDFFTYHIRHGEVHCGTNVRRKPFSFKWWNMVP
# PAFAH1B2 FP inh = PAFAH1B2 enzyme inhibitors, primary screen, biochemical, fluorescence polarization, human; Platelet-activating factor acetylhydrolase IB subunit alpha2 (Homo sapiens), P68402; recombinant PAFAH1B2, FP-rhodamine activity probe; inhibition, % at 3.39 µM; hit rate 1.2% among 340,000; AID 492953, 2010;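 active = inhibition above the mean of all tested compounds plus 3 SD, cut at about 24% in these data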;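 note: 0% = enzyme with DMSO and 100% = wells lacking PAFAH1B2; many of its hits are not listed in these tables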
# PAFAH1B3 FP inh = PAFAH1B3 enzyme inhibitors, primary screen, biochemical, fluorescence polarization, human; Platelet-activating factor acetylhydrolase IB subunit alpha1 (Homo sapiens), Q15102; recombinant PAFAH1B3, FP-rhodamine probe; inhibition, % at 3.39 µM; hit rate 0.28% among 340,000;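 active = inhibition above the screen-wide average of all tested compounds plus 3 SD, cut at about 25% in these data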;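 note: 0% = enzyme with DMSO only and 100% = wells lacking PAFAH1B3 protein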
# PAFAH2 inh = PAFAH2 enzyme inhibitors, primary screen, biochemical, fluorescence polarization, human | recombinant PAFAH2, FP-rhodamine activity probe | hit rate 0.99% among 340,000 | inhibition, % at 3.39 µM;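 active = inhibition above the mean over all tested compounds plus 3 SD, cut at about 30% in these data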;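 note: inhibitors block probe labeling of enzyme so polarization drops; 0% = enzyme with DMSO and 100% = wells lacking PAFAH2 protein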
# pPAFAH inh = pPAFAH enzyme inhibitors, primary screen, biochemical, fluorescence polarization, human; Platelet-activating factor acetylhydrolase (Homo sapiens), Q13093; inhibition, % at 3.39 µM; hit rate 1.5% among 330,000; recombinant pPAFAH, FP-rhodamine probe fluorescence polarization;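 active = inhibition above the mean inhibition across the screen plus 3 SD, cut at about 25% in these data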;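 note: inhibitors block binding of the rhodamine activity-based probe so polarization drops; 0% = enzyme with DMSO and 100% = wells lacking pPAFAH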
# Starred values were filed as active, the others as inactive; · = not tested or not shown. A portion of the library, so the mix of outcomes need not match the whole.
1. CC1=C(n2nnc3ccccc32)C(c2ccccc2)C(C#N)=C(N)O1 (stereo unspecified)
2. Cc1ccc(C)c(NC(=O)Cn2nc(-c3ccccc3)nc2-c2ccccc2)c1
3. CCc1cccc(CC)c1-n1c(SCc2cc(=O)n3ccsc3n2)nnc1-c1cccnc1
4. OCCCCNCc1ccc(OCc2ccc(Cl)cc2)cc1
5. Cc1nnc(-c2ccccc2)nc1N1CCOCC1
6. O=C(c1cc2c(s1)CCC2)N1CCN(c2ccccc2)CC1
7. N#Cc1ncc(C(F)(F)F)cc1Sc1ccc(N)cc1
8. CCN(CC(=O)NC(=O)NC1CCCCC1)Cc1nc2ccccc2c(=O)[nH]1
assay / entry	1	2	3	4	5	6	7	8
GSTO1 inh	4	0	1	-4	6	9	-2	-12
LYPLA1 inh	-3	-5	3	6	1	-2	-2	4
LYPLA2 inh	-3	-6	5	7	0	8	0	6
PREPL inhibitor	7	0	2	18	3	24	-7	-4
PAD4 inh	-5	-2	-2	1	2	-5	-2	-1
PAFAH1B2 FP inh	2	-1	-2	10	5	2	6	5
PAFAH1B3 FP inh	10	3	3	4	5	8	5	4
PAFAH2 inh	5	-3	4	2	-2	3	1	7
pPAFAH inh	5	3	8	3	5	12	1	3

9. CCCc1ccc(S(=O)(=O)NCCc2ccncc2)cc1
10. CC(C)(Oc1ccc(Cl)cc1)C(=O)N(Cc1ccccc1)c1ccccn1
11. CC(=O)Nc1cccc(NC(=O)CSc2ncc(-c3ccc(Cl)cc3)n2Cc2ccco2)c1
12. CCOc1ccccc1N1CSC2=C(C#N)C(c3c(OC)ccc4ccccc34)CC(=O)N2C1 (stereo unspecified)
13. O=C(CSc1nnc(-c2ccco2)o1)NC(=O)C1COc2ccccc2O1 (stereo unspecified)
14. CN1CCN(S(=O)(=O)c2ccc(N(C)Cc3cccs3)nc2)CC1
15. CCC(C)NC(=O)c1nn(Cc2ccccc2)c(=O)c2ccccc12 (stereo unspecified)
16. OC(CNCc1ccc(Cl)cc1)(c1ccccc1)c1ccc(F)cc1 (stereo unspecified)
assay / entry	9	10	11	12	13	14	15	16
GSTO1 inh	-2	0	-9	15	6	4	4	1
LYPLA1 inh	1	-3	-9	-2	-5	-4	-5	-2
LYPLA2 inh	2	0	-15	0	0	1	-5	6
PREPL inhibitor	11	17	-57	3	12	19	0	-27
PAD4 inh	2	2	2	-12	-6	-7	0	-5
PAFAH1B2 FP inh	-1	7	-3	-1	-2	4	5	9
PAFAH1B3 FP inh	4	10	-5	1	2	3	-4	-6
PAFAH2 inh	1	3	-3	7	7	0	-1	-2
pPAFAH inh	2	3	8	15	2	1	7	0

# Fetched by structure from the list above, 7 records:
14. CN1CCN(S(=O)(=O)c2ccc(N(C)Cc3cccs3)nc2)CC1
5. Cc1nnc(-c2ccccc2)nc1N1CCOCC1
8. CCN(CC(=O)NC(=O)NC1CCCCC1)Cc1nc2ccccc2c(=O)[nH]1
13. O=C(CSc1nnc(-c2ccco2)o1)NC(=O)C1COc2ccccc2O1 (stereo unspecified)
3. CCc1cccc(CC)c1-n1c(SCc2cc(=O)n3ccsc3n2)nnc1-c1cccnc1
1. CC1=C(n2nnc3ccccc32)C(c2ccccc2)C(C#N)=C(N)O1 (stereo unspecified)
16. OC(CNCc1ccc(Cl)cc1)(c1ccccc1)c1ccc(F)cc1 (stereo unspecified)
assay / entry	14	5	8	13	3	1	16
GSTO1 inh	4	6	-12	6	1	4	1
LYPLA1 inh	-4	1	4	-5	3	-3	-2
LYPLA2 inh	1	0	6	0	5	-3	6
PREPL inhibitor	19	3	-4	12	2	7	-27
PAD4 inh	-7	2	-1	-6	-2	-5	-5
PAFAH1B2 FP inh	4	5	5	-2	-2	2	9
PAFAH1B3 FP inh	3	5	4	2	3	10	-6
PAFAH2 inh	0	-2	7	7	4	5	-2
pPAFAH inh	1	5	3	2	8	5	0

# More records
17. COc1cc(C=NCC2OCCc3ccccc32)cc(OC)c1 (stereo unspecified)
18. COc1ccc(CCNC(=O)CCN2C(=O)C3CC=CCC3C2=O)cc1OC (stereo unspecified)
19. Cc1cccc(NC(=O)c2cc(-c3c(C)cc(C)cc3O)n[nH]2)c1
20. Cc1cccc(N(CC(=O)NC2CCCCC2)C(=O)CCCC(=O)Nc2ccccn2)c1C
21. Fc1ccc(-n2nnc(-c3ccccc3Br)n2)cc1
22. COc1ccc(CN2CC(=O)N3[C@H]4c5cc(C)ccc5OC[C@@H]4[C@H](c4ccccc4)[C@]3(C)C2=O)cc1
23. FC(F)(F)c1cccc(Cc2noc(CN(Cc3ccccn3)CC3CCCO3)n2)c1 (stereo unspecified)
24. O=C(N/N=C\c1ccc(CN(Cc2ccc(Cl)cc2)S(=O)(=O)c2ccccc2)o1)C(=O)Nc1ccc(F)cc1
assay / entry	17	18	19	20	21	22	23	24
GSTO1 inh	3	8	5	4	8	·	-2	1
LYPLA1 inh	-1	-3	1	3	-3	·	3	0
LYPLA2 inh	1	-7	-5	1	-2	·	5	1
PREPL inhibitor	0	10	-3	6	-12	17	14	0
PAD4 inh	-3	1	1	1	-5	4	-3	-2
PAFAH1B2 FP inh	6	4	-5	-3	10	-1	3	0
PAFAH1B3 FP inh	-1	3	9	3	-2	7	2	-8
PAFAH2 inh	-2	1	-12	-5	0	-3	-7	-10
pPAFAH inh	3	-7	0	7	3	6	33*	6

25. CC1=CC(C)(C)N2C(=O)C(=Nc3ccc(O)cc3)c3cccc1c32
26. Cc1ccc(OCCn2c(C3CC(=O)N(Cc4ccccc4)C3)nc3ccccc32)cc1 (stereo unspecified)
27. O=C1CCC(C(=O)N2CCN(c3ccc(F)cc3)CC2)CN1CC1CCCCC1 (stereo unspecified)
28. CCN(CC)CCn1c2ccccc2c2cnc(N)c(C#N)c21
29. COc1ccc([C@H]2CC(=O)C=C(c3cccc(C(C)C)c3)C2)cc1OC
30. O=C(Nc1cccnc1)c1ccc2c(c1)C(=O)N(CC1CCCO1)C2=O (stereo unspecified)
31. CC(Sc1nnc2c(n1)[nH]c1ccccc12)C(=O)NC1CCCCC1 (stereo unspecified)
32. COc1ccccc1-c1cc(N)n(S(=O)(=O)c2ccc(F)c(C)c2)n1
assay / entry	25	26	27	28	29	30	31	32
GSTO1 inh	97*	7	3	1	·	3	-6	1
LYPLA1 inh	17*	-5	-1	-1	2	2	-4	-3
LYPLA2 inh	20	6	5	-5	3	5	-11	-4
PREPL inhibitor	34	-3	22	5	17	16	-3	1
PAD4 inh	26*	1	-4	0	-1	-3	-3	-3
PAFAH1B2 FP inh	5	3	0	6	5	2	2	4
PAFAH1B3 FP inh	18	4	3	3	4	-5	2	4
PAFAH2 inh	5	-1	2	5	6	3	18	-2
pPAFAH inh	22	16	6	2	7	4	10	-8

33. CCOC(=O)/C(C#N)=N/Nc1ccc(S(=O)(=O)Nc2cc(OC)nc(OC)n2)cc1
34. Cc1ccc(-n2nc3c(c2NC(=O)c2ccc(Br)o2)CSC3)c(C)c1
35. CCCNC(=O)c1ccccc1SCc1c(C)noc1C
36. CCOC(=O)c1nc(C)c(C(C)=O)s1
37. COc1cc(SC)ccc1C(=O)N(Cc1ccccc1)c1ccccc1
38. CC(OC(=O)CC1CCCCC1)C(=O)Nc1cccc(C#N)c1 (stereo unspecified)
39. OC(CN1CCOCC1)(c1ccccc1)c1ccccn1 (stereo unspecified)
40. O=S(=O)(NC1CCCCCCC1)c1cccs1
assay / entry	33	34	35	36	37	38	39	40
GSTO1 inh	-1	-5	3	8	0	-6	1	-1
LYPLA1 inh	-1	-4	1	-4	-1	5	-2	6
LYPLA2 inh	0	-9	4	-3	2	1	-7	5
PREPL inhibitor	-13	-5	2	9	-9	-13	28	-10
PAD4 inh	-3	-2	2	-2	2	-1	-3	7
PAFAH1B2 FP inh	·	-6	-7	3	-3	2	-1	13
PAFAH1B3 FP inh	·	-19	13	2	7	1	1	-1
PAFAH2 inh	·	-19	2	4	5	3	-2	-5
pPAFAH inh	6	2	0	-8	6	-10	3	17

41. O=S(=O)(Nc1ccccc1N1CCOCC1)c1cccs1
42. COC(=O)[C@]1(Cc2ccccc2)N[C@H](c2ccc(-c3ccc(F)cc3)cc2)[C@@H]2C(=O)N(C)C(=O)[C@@H]21
43. O=C(NCc1ccco1)C1OCCc2ccccc21 (stereo unspecified)
44. O=C(Nc1nnc(-c2ccccc2)s1)c1ccc(F)cc1
45. CCOc1ccccc1C(=O)NCc1ccc2c(c1)OCO2
46. CCOc1ccc(S(=O)(=O)N(CC(=O)NCc2cccnc2)c2ccc(C)cc2)cc1
47. CC(=O)N1CCC(=NNS(=O)(=O)c2ccc(C)c([N+](=O)[O-])c2)CC1
48. CCc1c(C)nc2ncnn2c1Nc1ccc(C)c(C)c1
assay / entry	41	42	43	44	45	46	47	48
GSTO1 inh	·	9	-1	-2	-3	0	4	18
LYPLA1 inh	·	-3	4	1	1	-1	2	5
LYPLA2 inh	·	-7	12	1	4	2	2	7
PREPL inhibitor	19	6	21	-2	0	-11	-6	12
PAD4 inh	1	-6	-1	-7	-1	0	1	-1
PAFAH1B2 FP inh	5	2	-2	-3	4	-4	0	2
PAFAH1B3 FP inh	6	7	-2	-1	4	1	6	12
PAFAH2 inh	1	-1	1	-5	-7	-3	0	-7
pPAFAH inh	1	2	2	3	3	-2	1	2

49. Cc1nn(CC(=O)Nc2ccc(C(=O)N(C)C)cc2)c(=O)c2ccccc12
50. CNS(=O)(=O)c1ccc(NC(=O)c2cncc(Br)c2)cc1
51. COc1ccc(CN2CC(C(=O)NCCc3ccc(C)cc3)CC2=O)cc1 (stereo unspecified)
52. O=C(NC(=S)NCc1ccco1)c1ccc(Br)cc1
53. O=C(OCc1ccc(C(=O)c2ccccc2)cc1)c1cccc(-c2nnc(-c3ccccc3)o2)c1
assay / entry	49	50	51	52	53
GSTO1 inh	2	2	-4	3	4
LYPLA1 inh	1	-1	0	-3	-1
LYPLA2 inh	0	-7	-1	-2	2
PREPL inhibitor	-12	9	-11	-10	9
PAD4 inh	-1	-2	-3	0	1
PAFAH1B2 FP inh	8	3	4	4	-3
PAFAH1B3 FP inh	-1	-5	3	-2	2
PAFAH2 inh	4	-9	-3	-1	-6
pPAFAH inh	7	-5	4	9	3

# Compound activity: PubChem BioAssay, The Scripps Research Institute Molecular Screening Center
